CAL PDZ FP-1: blocks peptide binding to the human CAL PDZ domain | Q9HD26 | purified CAL PDZ, TMR-peptide fluorescence polarization, 1 h | inhibition, % at 24.9 µM | 0.92% of 300,000 active | AID 602252;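 active = mean inhibition of at least 30% with at least half of replicates also reaching 30%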;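 note: 0% = DMSO neutral control and 100% = excess unlabeled competitor peptide PRC23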
SR-BI HDL uptake: inhibitors of mouse SR-BI mediated HDL lipid uptake; AID 488896; 0.96% of 320,000 active; Q61009; inhibition, % at 12.5 µM; ldlA[mSR-BI] CHO cells, DiI-HDL uptake fluorescence, 3 h;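 active = mean replicate inhibition of at least 70% and a set share of replicates each scoring 70 or more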;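 note: 0% = median of neutral control wells and 100% = median of positive control wells; values of inactives mirror those of a sister screen read the other way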
Target sequence (Q61009 whole entry, looked up): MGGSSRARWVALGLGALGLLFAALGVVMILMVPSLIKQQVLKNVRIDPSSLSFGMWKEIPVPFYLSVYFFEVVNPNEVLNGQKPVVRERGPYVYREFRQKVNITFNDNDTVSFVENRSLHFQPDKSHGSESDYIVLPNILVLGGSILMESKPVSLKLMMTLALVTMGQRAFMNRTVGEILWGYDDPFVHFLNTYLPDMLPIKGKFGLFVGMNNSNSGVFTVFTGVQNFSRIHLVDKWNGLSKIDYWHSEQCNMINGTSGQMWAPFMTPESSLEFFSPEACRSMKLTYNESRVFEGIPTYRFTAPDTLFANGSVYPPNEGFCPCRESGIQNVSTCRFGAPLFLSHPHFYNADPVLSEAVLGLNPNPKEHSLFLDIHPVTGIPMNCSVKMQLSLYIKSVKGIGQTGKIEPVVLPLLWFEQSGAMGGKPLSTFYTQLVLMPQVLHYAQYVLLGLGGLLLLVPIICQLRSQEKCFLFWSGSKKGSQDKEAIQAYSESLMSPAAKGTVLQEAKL
SR-BI DiI-HDL act: activators of SR-BI mediated HDL lipid uptake | activation, % at 12.5 µM | CHO ldlA[mSR-BI] cells, DiI-HDL uptake fluorescence, 3 h; 100 = double the neutral-control signal | 0.096% of 320,000 active;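 active = mean replicate activation of at least 60% and every replicate at or above 60%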;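 note: 0% = median plate neutral-control signal and 100% = twice that signal; values of inactives mirror those of a sister screen read the other way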
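Assay system: LDL receptor-deficient CHO ldlA cells overexpressing murine SR-BI / Medium: BSA-supplemented, HEPES-buffered Ham's F12, pH 7.4 / Probe or stimulus: DiI-labelled HDL at 10 µg/mL final / Timing: compound with DiI-HDL co-incubation, 3 h at 37 °C / Technique: bottom-read cell fluorescence after medium removal, ex 550/em 595 nm / Measure: HDL uptake via cellular fluorescence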
Rtt109 Vps75: blocks Candida albicans Rtt109/Vps75 acetyltransferase activity. Q5AAJ8. purified Rtt109/Vps75, ThioGlo CoA-SH fluorescence, 4 h. inhibition, % at 34.9 µM. 0.16% of 330,000 active. AID 540336;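 active = inhibition of at least 50% in every replicate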
CAL PDZ FP-2: human CAL PDZ-peptide interaction inhibition | AID 504414 | 0.02% of 330,000 active | Q9HD26 | inhibition, % at 20 µM | purified CAL PDZ, TMR-peptide fluorescence polarization, 1 h;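 active = highest replicate inhibition of at least 40%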;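 note: plate controls were DMSO neutral control wells for no effect and unlabeled competitor peptide control wells for full effect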
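System: tagged CAL PDZ domain. Schedule: 1 h room-temperature incubation prior to read. Signal: fluorescence polarization (mP). Measure: percent inhibition from loss of millipolarization.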
MITF act: MITF TRPM1 promoter activation in melanoma cells; SK-MEL-5 TRPM1-promoter luciferase, 24 h; % of positive control, neutral wells = 0; activation, % at 12.5 µM; 0.75% of 300,000 active; AID 588334;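 active = mean activation of at least 80% with every replicate also reaching 80%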;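 note: 0% = neutral control wells and 100% = parthenolide positive control wells; values of inactives mirror those of a sister screen read the other way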
PfHsp90 set2: reduces growth (ATP signal) of yeast expressing P. falciparum Hsp90. S. cerevisiae expressing PfHsp90, BacTiter-Glo ATP, 48 h; yeast lacking PDR1 and PDR3 efflux regulators. inhibition, % at 9.4 µM. 0.32% of 310,000 active. AID 504621;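 active = every replicate shows inhibition above about 80%, whatever the replicate mean, limit read from the data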;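 note: 0% = DMSO neutral controls and 100% = 20 µM radicicol positive controls; yeast relying on Plasmodium falciparum Hsp90 in place of its own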
NSD2 inh: blocks human histone methyltransferase NSD2 | 0.54% of 310,000 active | inhibition, % at 12.5 µM | NSD2 peptide methylation, AlphaScreen, 120 min | O96028; in the data active = inhibition above about 50%
PvdQ inh: blocks Pseudomonas aeruginosa PvdQ acylase activity. 0.063% of 340,000 active. inhibition, % at 10 µM. purified PvdQ acylase, fluorescence plate reader; in the data active = inhibition above about 30%, passing the limit was not always enough;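 note: 0% = vehicle neutral wells and 100% = reference inhibitor wells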
dFosB act: mouse delta FosB homodimer activation; P13346; purified delta FosB, TAMRA-CDK5 oligo fluorescence polarization; percent of positive-control signal above neutral wells; activation, % at 25 µM; 0.99% of 340,000 active; AID 493131;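 active = mean activation above about 17%, with every replicate also reaching it, limit read from the data, passing the limit was not always enough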;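 note: fluorescence polarization rise as delta FosB binds a TAMRA Cdk5 AP-1 oligo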
Target sequence (P13346 whole entry, looked up): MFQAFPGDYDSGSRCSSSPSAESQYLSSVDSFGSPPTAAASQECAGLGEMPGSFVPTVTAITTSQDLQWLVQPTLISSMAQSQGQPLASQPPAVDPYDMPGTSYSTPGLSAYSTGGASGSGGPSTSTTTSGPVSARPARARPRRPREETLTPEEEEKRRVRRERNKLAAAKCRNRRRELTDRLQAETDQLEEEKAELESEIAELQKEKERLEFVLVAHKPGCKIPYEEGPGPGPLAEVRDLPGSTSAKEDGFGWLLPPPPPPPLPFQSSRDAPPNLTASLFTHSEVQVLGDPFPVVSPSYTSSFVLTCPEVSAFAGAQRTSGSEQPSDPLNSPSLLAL
* = called active by the depositor; . = no result given.

CAL PDZ FP-1	SR-BI HDL uptake	SR-BI DiI-HDL act	Rtt109 Vps75	CAL PDZ FP-2	MITF act	PfHsp90 set2	NSD2 inh	PvdQ inh	dFosB act	SMILES
-1	-21	21	-1	-1.8	-13	26	39	-7	-10	CC1=CCC2C(=O)N(c3ccc(Br)cc3C)C(=O)C2C1 (stereo unspecified)
.	.	.	-13	0.0	10	16	1	-11	-6	Nc1cccc(P(=O)(c2ccccc2)c2ccccc2)c1
1	3	-3	3	-2.8	-3	5	-3	-6	2	CN(C)S(=O)(=O)c1ccc(N2CCCC2)c(C(=O)Nc2nc(-c3cc(F)ccc3F)cs2)c1
-4	4	-4	-7	-1.6	-1	6	0	-11	-6	CCCS(=O)(=O)N1CCCC(C(=O)NC2CCCC(C)C2C)C1 (stereo unspecified)
-3	34	-34	2	-0.2	2	18	1	0	5	Cc1cccc(N(C)S(=O)(=O)c2cccc3nsnc23)c1
-4	75*	-75	-1	-1.7	4	9	.	4	-8	COc1ccc(-c2c(C)cc3oc(=O)cc(-c4ccccc4)c3c2C)cc1C=O
-1	1	-1	-2	0.3	-2	72	21	-12	-6	c1ccc2ncc(-n3cnnn3)cc2c1
-7	2	-2	-2	-2.9	2	6	-1	-6	7	CCCc1ccc(OCC(=O)NNC(=O)c2cccnc2)cc1
1	-11	11	8	0.1	0	8	1	2	-6	O=C(Nc1ccccc1)N1CCN(S(=O)(=O)c2ccccc2)CC1
4	-24	24	6	-0.3	6	6	2	-5	-4	Cc1ccc(C(=O)OCc2nnc(-c3ccc(Br)cc3)o2)cc1
-3	8	-8	5	-0.2	-1	-2	.	-25	-6	CCOC(=O)C1=CN(Cc2ccco2)S(=O)(=O)NC1c1cccc(OC)c1 (stereo unspecified)
-2	74*	-74	1	0.2	-20	6	0	-7	5	COc1ccc([N+](=O)[O-])cc1NC(=O)c1cn(-c2ccc(Cl)cc2)c(=O)c2ccccc12
-8	2	-2	5	0.4	6	-24	2	-3	-5	COc1cc(NS(=O)(=O)c2ccc(NC(=O)/C=C/c3ccc([N+](=O)[O-])cc3)cc2)ncn1
-2	-10	10	5	-3.7	9	-1	1	-26	-6	Cc1ccc(NC(=O)CCn2cnc3cc(C)c(C)cc32)cc1
-2	3	-3	-2	0.2	.	3	1	-16	-2	Nn1c(SCC(=O)Nc2ccccc2F)nnc1-c1cccnc1

(continued)
CAL PDZ FP-1	SR-BI HDL uptake	SR-BI DiI-HDL act	Rtt109 Vps75	CAL PDZ FP-2	MITF act	PfHsp90 set2	NSD2 inh	PvdQ inh	dFosB act	SMILES
.	-9	9	-17	0.7	-4	11	-5	-14	0	CCOc1ccc(C(C)C)cc1S(=O)(=O)n1nc(C)cc1C
-4	1	-1	-8	-0.1	11	-15	1	-8	-5	O=c1cc(O)c2sc(Nc3ccc(F)cc3)nc2[nH]1
-2	0	0	6	-0.1	35	14	1	22	6	Clc1cnc(N/N=C/c2ccco2)c(Cl)c1
.	-26	26	-1	-0.9	-8	3	.	0	-1	CCCn1c(N)c(N(CCOC)C(=O)c2ccc(-c3ccccc3)cc2)c(=O)[nH]c1=O
0	-32	32	5	0.7	0	-1	-5	-23	2	COCCNC(=O)NC(=O)COC(=O)C12CC3CC(CC(NC(C)=O)(C3)C1)C2
-15	-5	5	5	-1.7	26	33	-4	-4	-2	CN1CCN(C2=Cc3ccccc3Sc3cc(F)c(F)cc32)CC1
2	33	-33	0	-2.0	12	22	-2	-14	-7	CC(C)c1nc(NCc2ccccc2)c(C#N)c2c1CCCC2
.	38	-38	-3	-1.3	.	23	.	9	-8	COCCOC(=O)C(C#N)c1nc2ccccc2nc1N1CCN(Cc2ccccc2)CC1 (stereo unspecified)
0	2	-2	-6	-1.8	-11	17	24	-7	-14	C=CCn1c(SCC(=O)NCCOC)nc2scc(-c3ccco3)c2c1=O
-1	19	-19	-6	-2.1	-84	.	-1	-11	-2	COc1ccc(S(=O)(=O)N2CCCCC2)cc1NC(=O)c1ccc([N+](=O)[O-])o1
-1	2	-2	0	66*	-25	-103	8	-19	-46	CC1CCN(CCCNC(=O)c2ccc3c(=O)n(Cc4ccc(Cl)cc4)c(=S)[nH]c3c2)CC1
-4	-7	7	-1	-0.1	21	10	5	-13	-8	Cc1ccccc1CSCC(=O)Nc1ccccc1Br
5	38	-38	12	-1.1	0	2	-4	-9	-3	COc1ccc(/C=N/NC(=O)c2ccc(NC(=O)c3cccc([N+](=O)[O-])c3)cc2)c(OC)c1
5	-22	22	7	-3.1	1	-1	.	-6	-10	CCOC(=O)N1CCN(C(=O)CCS(=O)(=O)c2cc3c(cc2Cl)NC(=O)CO3)CC1
44*	60	-60	16	-1.7	-7	-20	-2	-30	-18	COc1cc(-c2nnc(-c3cc(OC)c(OC)c(OC)c3)o2)cc(OC)c1OC

(list continues)
CAL PDZ FP-1	SR-BI HDL uptake	SR-BI DiI-HDL act	Rtt109 Vps75	CAL PDZ FP-2	MITF act	PfHsp90 set2	NSD2 inh	PvdQ inh	dFosB act	SMILES
-3	6	-6	-2	-1.7	5	.	0	-11	-7	Cc1ccc(NC(=O)C(OC(=O)c2ccc(O)cc2)c2ccccc2)cc1Cl (stereo unspecified)
7	.	.	17	-1.5	2	-1	-1	8	-7	NC(=O)c1ccc(OCC2CCCO2)cc1 (stereo unspecified)
1	34	-34	-18	.	27	-7	1	-12	5	O=[N+]([O-])c1cccc(Cl)c1NCCNc1ncc(C(F)(F)F)cc1Cl
-3	9	-9	0	-0.3	0	-13	1	-1	9	COc1ccc2cc(N=Cc3nc(-c4ccc(C)cc4)oc3O)cnc2c1
-3	1	-1	10	-1.2	.	8	-1	-1	-2	CC(C)CCCC(C)CCOC(=O)CN1CCCC1 (stereo unspecified)
1	-8	8	12	-2.2	18	0	-1	-13	-15	CCOc1ccc(N(CC(=O)NC2CCCCC2C)S(=O)(=O)c2c(C)noc2C)cc1 (stereo unspecified)
.	6	-6	-1	0.0	9	-1	-4	-18	3	CC(=O)SC1CC(=O)N(c2ccc(C(C)(C)C)cc2)C1=O (stereo unspecified)
-6	7	-7	27	1.0	.	2	10	-8	-15	Cc1cccc(-n2c(C)cc(/C=C3\NC(=O)NC3=O)c2C)c1
-2	8	-8	0	-1.9	-5	-5	2	-7	-8	Cn1c(=O)c(C#N)c(-c2ccccc2)n2cnnc12
-13	-6	6	-3	-2.4	4	-15	.	-12	-5	CC(=O)c1ccc(NC(=S)Nc2cccc(S(=O)(=O)Nc3c(C)n(C)n(-c4ccccc4)c3=O)c2)cc1
.	-7	7	-1	-1.5	2	-8	-2	-20	0	CN(CC(=O)Nc1ccc(F)c(F)c1F)C(=O)CCCc1nc2ccccc2c(=O)[nH]1
0	6	-6	-2	-0.5	-9	-24	3	-8	3	COc1ccc(Cl)cc1C(=O)C1CCCN(Cc2cnc(N3CCOCC3)s2)C1 (stereo unspecified)
-1	-3	3	-13	-0.3	-4	9	.	-15	-5	COc1ccc(NC(=O)NCCCN2CCc3ccccc3C2)cc1
-2	-21	21	1	-0.1	1	2	4	-5	-1	CN(C)C(=O)c1ccc(NC(=O)c2ccccc2Sc2ccccc2C#N)cc1
-2	12	-12	-1	-0.6	-6	-13	-4	-3	-9	COc1ccccc1N1CCN(C(CNS(=O)(=O)c2cc(F)ccc2F)c2cccnc2)CC1 (stereo unspecified)

The list goes on:
CAL PDZ FP-1	SR-BI HDL uptake	SR-BI DiI-HDL act	Rtt109 Vps75	CAL PDZ FP-2	MITF act	PfHsp90 set2	NSD2 inh	PvdQ inh	dFosB act	SMILES
-4	16	-16	3	-1.9	.	-1	0	-13	-10	Cc1ccccc1-c1nc(CS(=O)(=O)CC(=O)NC2CCCCC2C)c(C)o1 (stereo unspecified)
-4	9	-9	33	-0.3	-5	-3	11	1	25*	CC(OC(=O)c1cc2ccccc2cc1O)C(=O)Nc1ccc(S(N)(=O)=O)cc1 (stereo unspecified)
-13	21	-21	7	-7.7	-4	2	1	-11	8	COc1cc2oc(-c3ccc(O)cc3)cc(=O)c2c(OC)c1O
0	-17	17	15	0.8	.	-15	-3	0	-9	O=C(/C=C/c1ccco1)Nc1ccc(CN2CCOCC2)cc1
3	.	.	-5	-1.4	14	-55	-1	-18	-4	Cc1ccc2nc(-c3ccc(NC(=S)NCC(C)(C)CN(C)C)cc3)sc2c1
-1	10	-10	2	0.4	14	-34	.	-11	-3	Fc1cc(F)cc(-c2c(-c3ccccc3)ncc3ccc(F)cc23)c1
2	-11	11	7	-2.6	3	.	0	8	1	COc1ccc(CC(=O)NNC(=O)c2cc(C)oc2C)cc1OC
-4	42	-42	-12	-9.1	3	-11	22	-5	15	COc1ccccc1Nc1nn2c(=O)c3ccc(C(=O)N4CCC(C)CC4)cc3nc2s1
.	-22	22	-3	-2.5	2	.	-3	9	-7	Cc1ccc(C2NC(=O)NC(O)(C(F)(F)F)C2C(=O)c2cccs2)o1 (stereo unspecified)
-2	9	-9	2	-0.8	-6	-17	2	3	10	CCCCCN(C(=O)COC(=O)c1ccc(C)cc1)c1c(N)n(CCCC)c(=O)[nH]c1=O

Among those listed so far, these have a Cl atom:
CAL PDZ FP-1	SR-BI HDL uptake	SR-BI DiI-HDL act	Rtt109 Vps75	CAL PDZ FP-2	MITF act	PfHsp90 set2	NSD2 inh	PvdQ inh	dFosB act	SMILES
-2	74*	-74	1	0.2	-20	6	0	-7	5	COc1ccc([N+](=O)[O-])cc1NC(=O)c1cn(-c2ccc(Cl)cc2)c(=O)c2ccccc12
-2	0	0	6	-0.1	35	14	1	22	6	Clc1cnc(N/N=C/c2ccco2)c(Cl)c1
-1	2	-2	0	66*	-25	-103	8	-19	-46	CC1CCN(CCCNC(=O)c2ccc3c(=O)n(Cc4ccc(Cl)cc4)c(=S)[nH]c3c2)CC1
5	-22	22	7	-3.1	1	-1	.	-6	-10	CCOC(=O)N1CCN(C(=O)CCS(=O)(=O)c2cc3c(cc2Cl)NC(=O)CO3)CC1
-3	6	-6	-2	-1.7	5	.	0	-11	-7	Cc1ccc(NC(=O)C(OC(=O)c2ccc(O)cc2)c2ccccc2)cc1Cl (stereo unspecified)
1	34	-34	-18	.	27	-7	1	-12	5	O=[N+]([O-])c1cccc(Cl)c1NCCNc1ncc(C(F)(F)F)cc1Cl
0	6	-6	-2	-0.5	-9	-24	3	-8	3	COc1ccc(Cl)cc1C(=O)C1CCCN(Cc2cnc(N3CCOCC3)s2)C1 (stereo unspecified)

Screens: PubChem BioAssay, Broad Institute

Random draw from the library, and some 4.3% of all compounds hit somewhere here.
